# Assay outcomes from PubChem BioAssay.
# TRPV1 agonist: agonists of human vanilloid receptor 1 (TRPV1); Q8NER1; TRPV1-expressing cells, Fluo-8 calcium influx, agonist mode; activation, % at 8.33 µM; 320,000 compounds, 0.19% hits; AID 540275; in the data active means activation above about 80%; inconclusive means between about 30% and that limit; further: 0% is about no effect
# Target sequence (Q8NER1 whole entry, looked up): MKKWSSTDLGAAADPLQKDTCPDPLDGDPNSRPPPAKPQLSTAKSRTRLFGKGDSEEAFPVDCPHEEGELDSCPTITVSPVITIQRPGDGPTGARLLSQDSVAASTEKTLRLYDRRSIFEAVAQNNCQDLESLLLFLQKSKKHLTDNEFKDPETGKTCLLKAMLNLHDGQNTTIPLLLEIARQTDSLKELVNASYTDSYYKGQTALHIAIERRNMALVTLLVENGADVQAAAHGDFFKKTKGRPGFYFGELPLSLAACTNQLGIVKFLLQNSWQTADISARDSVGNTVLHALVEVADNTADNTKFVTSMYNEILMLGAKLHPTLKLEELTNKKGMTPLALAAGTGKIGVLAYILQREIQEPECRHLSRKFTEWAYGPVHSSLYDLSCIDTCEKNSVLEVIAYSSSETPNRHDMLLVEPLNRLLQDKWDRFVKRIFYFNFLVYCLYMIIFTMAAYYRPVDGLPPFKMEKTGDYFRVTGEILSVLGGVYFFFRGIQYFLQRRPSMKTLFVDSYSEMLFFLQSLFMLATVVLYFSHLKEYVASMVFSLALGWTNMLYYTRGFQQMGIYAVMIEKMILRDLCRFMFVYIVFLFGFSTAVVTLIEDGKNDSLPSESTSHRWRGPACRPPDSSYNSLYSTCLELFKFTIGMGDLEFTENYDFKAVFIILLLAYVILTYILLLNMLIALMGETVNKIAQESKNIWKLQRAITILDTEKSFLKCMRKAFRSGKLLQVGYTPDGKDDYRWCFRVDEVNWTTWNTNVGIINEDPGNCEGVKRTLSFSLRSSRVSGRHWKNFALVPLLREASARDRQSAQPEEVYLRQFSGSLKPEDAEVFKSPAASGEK
#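 Fluo-8 calcium influx in TRPV1-expressing cells, kinetic read (ex 480/em 520 nm). Compound added and read 3 min for agonist activity, followed by capsaicin at EC20 final and 2 min further read for enhancement.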
# RORg inh: blocks mouse ROR gamma transcriptional activity. P51450. Drosophila S2 Gal4-RORgamma UAS-luciferase reporter, 20 h. Potency, µM (doses to about 53.6 µM), for the others: at the top dose activity change, negative = inhibition, hits mostly inhibitors. 310,000 compounds, 5.4% hits. AID 2551; further: potency means the concentration at half of the fitted maximal effect; on the % scale 0 is the no-effect control and ±100 the full control effect; nearly all actives have a fitted effect of over 60% in size
#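 Compounds are pin-transferred onto Drosophila Schneider cells expressing a copper-inducible Gal4–ROR gamma transactivation domain fusion. After 1 hr, copper sulfate is added to 700 uM final; luciferase is read 20 hr later.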
# ELG1 DNA repair: inhibitors of ELG1-dependent DNA repair in HEK293T cells | HEK293T ELG1-luciferase reporter, luminescence, 16 h; DNA damage induced by 5-fluorouridine | Potency, µM (titrated, usually from 46.1 µM), for the others: at the highest dose activity change, negative = inhibition, most hits filed as inhibitors | 330,000 compounds, 2.3% hits; further: potency means the concentration at half of the fitted maximal effect; on the % scale 0 is the no-effect control and ±100 the full control effect; nearly all actives have a fitted effect of over 55% in size
#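 DMSO vehicle served as the neutral condition. Each well held 2,000 cells given 5-fluorouridine plus compound; after 16 hr at 37 °C/5% CO2, ONE-Glo was added and luciferase measured 30 min later.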
# ELG1 genotoxic: induces genotoxicity in HEK293T cells with luciferase-tagged ELG1 | Potency, µM (series often up to 46 µM), without a hit: at the highest dose activity change, positive = activation, actives largely listed as activators | 330,000 compounds, 1.3% hits | HEK293T ELG1-luciferase reporter, luminescence, 16 h | AID 504466; further: potency means the concentration at half of the fitted maximal effect; % of control where 0% means no effect; nearly all actives have a fitted effect of over 60% in size
#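 ELG1-luciferase HEK293T cells, 2,000/well; compound pinned in; 16 hr, 37 °C, 5% CO2; ONE-Glo, 30 min RT; luminescence on CCD imager.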
# VP16 counter: counter-screen for ROR gamma inhibitors: Gal4-VP16 reporter. AID 2546. Drosophila S2 Gal4-VP16 UAS-luciferase, luminescence, 20 h. 310,000 compounds, 3.5% hits. Potency, µM (doses to about 53.6 µM), for the others: at the top dose activity, negative = inhibition, hits mostly inhibitors;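 further: Gal4-VP16 expression switched on by copper sulfate through the metallothionein promoter; potency means the concentration at half of the fitted maximal effect; on the % scale 0 is the no-effect control and ±100 the full control effect; nearly all actives have a fitted effect of over 50% in size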
# Tb PFK inh: blocks T. brucei phosphofructokinase | O15648 | T. brucei PFK, ADP-Glo luminescence | Potency, µM (highest dose often 57.5 µM), for the others: at the highest dose activity, negative = inhibition, actives largely listed as inhibitors | 330,000 compounds, 0.17% hits | AID 485367;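 further: potency means the concentration at half of the fitted maximal effect; 0% = uninhibited 1x PFK enzyme wells and -100% = no-enzyme wells; nearly all actives have a fitted effect of over 60% in size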
#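 1.25 nM PFK with 0.5 mM F6P and 0.1 mM ATP in 0.1 M TEA pH 8.0, 5 mM MgCl2, incubated 45 min at room temperature; ADP measured by ADP-Glo luminescence; compounds titrated up to 57 uM.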
# p53 reactivator: restores transcriptional activity of mutant p53; Potency, µM (series often up to 92.2 µM), inactives show top-dose activity change, positive = activation, most hits filed as activators; 320,000 compounds, 0.063% hits; AID 504706; H1299 p53-A138V BP100-luciferase reporter, luminescence, 24 h; further: potency means the concentration at half of the fitted maximal effect; % of control where 0% means no effect; nearly all actives have a fitted effect of over 45% in size
#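 H1299 (p53-null), stable ts p53-A138V + BP100-Luc; 1000 cells/well, Opti-MEM/10% FBS; cpd 4 pt, 1:5; 24 h, 37 deg C, 5% CO2; detection reagent 10 min RT; luminescence.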
# BRCA1 expr up: activators of BRCA1 expression; MCF7-BRCA1-FFLuc reporter, luminescence, 48 h; response scale: scaled: vehicle 0%, 10 µM genistein 100%; Potency, µM (highest dose often 46.1 µM), inactives show top-dose activation, actives largely listed as activators; 380,000 compounds, 1.1% hits; AID 624202; further: potency means the concentration at half of the fitted maximal effect; nearly all actives have a fitted effect of over 80% in size; some results filed as inactive show a strong effect at the top dose
#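 Quantitative HTS in MCF7 cells stably reporting BRCA1 expression via firefly luciferase. Compound treatment lasts 48 h at 37 °C in phenol-red free MEM. Activation is expressed relative to genistein at 10 microM and DMSO.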
# FLuc modulator: counter-screen for miR-21 project: firefly luciferase inhibitors or activators | AID 588342 | purified FLuc, Km substrates, luminescence inhibition | Potency, µM (doses to about 57.5 µM), without a hit: at the highest dose activity change, negative = inhibition, hits mostly inhibitors | 360,000 compounds, 6.9% hits | P08659;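 further: potency means the concentration at half of the fitted maximal effect; plate controls were vehicle for no effect and reference inhibitor for full effect; nearly all actives have a fitted effect of over 55% in size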
#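 Purified P. pyralis luciferase (10nM final) with 10uM D-luciferin and 10uM ATP (Km levels) in 50mM Tris acetate pH 7.5, 10mM Mg acetate, 0.01% Tween-20, 0.05% BSA; qHTS 6-point titration, ~60 µM downward; luminescence read.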
# NPC1 promoter act: activates the NPC1 promoter | 320,000 compounds, 2.4% hits | Huh7 NPC1 promoter luciferase reporter, 24 h | Potency, µM (top dose mostly 9.22 µM), without a hit: at the highest dose activation, hits mostly activators;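 further: potency means the concentration at half of the fitted maximal effect; % of control where 0% means no effect; nearly all actives have a fitted effect of over 60% in size; reporter is driven by a mutant NPC1 promoter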
#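 Stably transfected Huh7 (NPC1 promoter→luciferase), 1500 cells/well in Opti-MEM + 10% FBS, 2 h settle, then compound 24 h at 37 °C. Luminescence after 10 min with Amplite reagent.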
# Rab9 promoter act: activators of Rab9 promoter. Huh7 Rab9 promoter-luciferase reporter, luminescence, 24 h. Potency, µM (highest dose often 9.22 µM), without a hit: at the highest dose activation, negative = inhibition, hits mostly activators. 320,000 compounds, 2.8% hits. AID 485297; further: potency means the concentration at half of the fitted maximal effect; % of control where 0% means no effect; nearly all actives have a fitted effect of over 60% in size
#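 Luciferase signal after 10 min detection reagent at ambient indicates Rab9 promoter upregulation; stably transfected Huh7 cells were treated 24 h with compound in DMSO at 37 °C, 5% CO2.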
# Starred values were filed as active, the others as inactive; ? = inconclusive; nt = not tested or not shown; [ ] = another dose, or the depositor's remark. Unless noted, the call rests on the fitted dose curve; in most records, active means well fitted curve in the direction sought with a large enough effect; inconclusive means small, poorly fitted or top-dose-only effect, or another doubt; inactive means no such curve, though single readings can be large; an effect the other way counts as inactive or inconclusive. No enrichment for hits. About 15% of those tested had a hit in this group.
SMILES,TRPV1 agonist,RORg inh,ELG1 DNA repair,ELG1 genotoxic,VP16 counter,Tb PFK inh,p53 reactivator,BRCA1 expr up,FLuc modulator,NPC1 promoter act,Rab9 promoter act
CCOC(=O)c1oc2ccccc2c1COC(=O)CNC(=O)c1ccccc1,6,5%,25%,-3%,-15%,-1%,19%,-2%,0%,-3%,2%
COc1cccc(C2CC(c3cccs3)=NN2C(=O)CSC2=NN3CCCC(=O)N=C3S2)c1OC (configuration not stated),2,24%,-27%,-2%,2%,-3%,-4%,-14%,5%,5%,0%
Cc1ccccc1NC(=S)Nn1cnnc1,-1,-39%,15%,-2%,-6%,-18%,28%,8%,1%,-3%,1%
CCN1C(=O)Cc2cc(S(=O)(=O)N3CCOCC3)ccc21,-2,11%,?,-1%,-1%,-2%,-4%,-14%,12%,-4%,-1%
NS(=O)(=O)c1ccc(CCNC(=O)C(=O)c2cn(CC(=O)N3CCOCC3)c3ccccc23)cc1,-3,-17%,-6%,-3%,-8%,0%,-8%,-1%,1%,-3%,-2%
O=C(NNC1=Nc2cc([N+](=O)[O-])ccc2OC1)c1ccccc1Cl,10,1µM*,?,-7%,-19%,3%,-4%,-4%,6%,-3%,-8%
C/C(=N/NC(=O)CCC(=O)Nc1ccc(Br)cc1)c1ccc(Br)cc1,0,-21%,-6%,-1%,8%,19%,0%,-10%,-2%,1%,0%
O=C(CCC(=O)N1CCOc2ccccc21)NCc1cccnc1,-1,-11%,-3%,-1%,-3%,0%,8%,-6%,1%,1%,4%
CN(C)CCOC(=O)COc1ccc(Cl)cc1,-1,-4%,-3%,-8%,9%,0%,12%,8%,4%,8%[46.1 µM],-1%[46.1 µM]
CCOC(=O)/C(C)=N/NC(=O)c1cccc([N+](=O)[O-])c1,-3,?,-5%,-4%,1%,-2%,8%,-8%,-4%,-5%,-1%
COc1cccc(CN2CCC(Oc3ccc(C(=O)NCc4ccccn4)cc3)CC2)c1,3,4%,-10%,-4%,0%,0%,-5%,-19%,1%,-4%,3%
O=C1CSCN1c1ccc(Cl)cc1,2,13%,22%,0%,-9%[10 µM],-2%,6%,18%,1%,-10%,-10%
CCn1c2c(c(=N)c3c1CCC3)CCC2,0,65%,0%,-3%,-29%,2%,0%,-11%,2%,-15%,-32%[inhibitor]
CCOC(=O)/C(C#N)=C/c1cccc(F)c1,1,-7%,?,3%,-5%,-1%,-3%,0%,-11%,-4%,0%
C/C(=N\NC(=O)c1ccc([N+](=O)[O-])cc1Cl)c1ccccc1,2,2%,?,?,8%,-9%,13%,74%,?,?,3.5µM*
CC(C)(C)c1ccc(S(=O)(=O)NNC(=O)C2CCN(Cc3cccc(F)c3)CC2)cc1,4,2%,-3%,-11%,10%,0%,-3%,-35%,-6%,0%,-7%
Cc1ccc(S(=O)(=O)N2C(=O)CCC2C(=O)Nn2cnnc2)cc1 (configuration not stated),1,?,-1%,-1%,-4%,-3%,-3%,3%,-1%,1%,0%
CC(C)Cn1c(CCC(N)=O)nnc1SC(C)C(=O)Nc1ccc2c(c1)OCO2 (configuration not stated),-1,nt,14%,1%,nt,-14%,-5%,6%,-1%,0%,2%
COc1cccc(N(C(=O)Cn2nnc(-c3ccc(F)cc3)n2)C(C(=O)NCC2CCCO2)c2ccc(Cl)cc2)c1 (configuration not stated),2,1%,15%,1%,3%,-2%,0%,-3%,2%,-7%,-10%
CC1CC(C)CN(C(=O)COC(=O)c2ccc3c(c2)C(=O)N(Cc2ccco2)C3=O)C1 (configuration not stated),2,nt,6%,0%,nt,-16%,-3%,-8%,-1%,-2%,-3%
COC(=O)c1ccc(C)c(NC(=O)CSc2nc3[nH]c(=O)cc(O)c3s2)c1,-1,nt,13%,0%,nt,7%,?,-3%,5%,0%,17%
CC(C)(C)NC(=O)C(c1ccncc1)N(C(=O)CNC(=O)c1ccco1)c1ccc(F)cc1 (configuration not stated),1,-10%,19%,2%,1%,0%,-1%,-9%,0%,-5%,-4%
O=C1C2C3C=CC(C3)C2C(=O)N1CN(Cc1ccccc1)CN1C(=O)C2C3C=CC(C3)C2C1=O (configuration not stated),0,3%,4%,-2%,-2%,3%,0%,-17%,0%,-1%,6%
O=C(Cn1c(-c2ccccc2)noc1=O)Nc1ccc(S(=O)(=O)N2CCOCC2)cc1,2,14%,19%,0%,-4%,-4%,-1%,-9%,0%,-1%,3%
Cc1nn(-c2ccccc2Cl)c(Cl)c1/C=N/Nc1cccc(C(=O)O)c1,-3,?,?,?,?,-5%,?,-62%[inhibitor],0.12µM*,?,0.035µM*
CC(C)NS(=O)(=O)c1ccc(CCC(=O)NCc2ccco2)cc1,-2,-4%,7%,-8%,1%,?,4%,-16%,-2%,-4%,11%
O=C(Nc1ccccc1)OCCOc1cccc(Br)c1,?,28%,2%,3%,2%,-3%,nt,14%,-9%,2%,7%
CC1CN(c2ccnc3cc(Cl)ccc23)CC(C)O1 (configuration not stated),28,-12%,6%,-7%,-10%,2%,-14%,-9%,-1%,-5%,-3%
COc1ccc(-n2c3c(cc(C(=O)N4CCN(CCO)CC4)c2=O)C(=O)CC(C)(C)C3)cc1,2,21%,3%,0%,-1%,-6%,1%,1%,1%,-1%,-8%
Cc1ccc(N=Cc2nc(/C=C/c3cccc([N+](=O)[O-])c3)oc2O)cc1,1,15%,-2%,0%,-2%,-4%,-3%,-13%,-1%,0%,3%
Cc1ccccc1CN(C)CCS(=O)(=O)c1cc(Cl)ccc1Cl,10,-20%,12%,?,-10%,-1%,-1%,-36%,4%,1%,3%
Cn1c(=O)c(-c2ccccc2)nc2ccccc21,2,1%,?,9%,?,-6%,?,-38%,?,7%,9%
O=C(O)CCc1ccc(S(=O)(=O)Nc2ccccc2N2CCCCC2)cc1,nt,nt,?,2%,nt,1%,1%,9%,nt,nt,nt
CC(=O)Nc1ccc(NC(=O)COC(=O)c2ccc(C)s2)cc1,19,0%,8%,4%,7%,-2%,4%,5%,1%,0%,7%
Cc1cccc(N2CCN(c3ccc(N4C(=O)CCCC4=O)cc3[N+](=O)[O-])CC2)c1C,-3,?,-9%,-4%,?,-1%,3%,-8%,-2%,-7%,-14%
CCOc1ccc(NC2=NCCC(=O)N2Cc2cccs2)cc1,3,-2%,?,13%,13%,0%,-4%,0%,-2%,-2%,2%
CCC(=O)OCC(=O)N=c1sccn1Cc1ccccc1Cl,5,-7%,14%,0%,-1%,2%,-5%,7%,0%,1%,-4%
Cc1ccc(-n2nc3c4c(cccc4c2=O)-c2ccccc2-3)cc1,-1,-35%,-3%,10%,-21%,0%,-5%,-84%[inhibitor],-2%,3%,1%
CC(=O)NC1N=C(C)N(c2ccccc2)C1=O (configuration not stated),-4,-1%,29%,-8%,-7%,-21%,-2%,11%,-10%,9%,-1%[1.84 µM]
O=[N+]([O-])c1cc([N+](=O)[O-])c(Oc2cccnc2Br)cc1NN1CCCCC1,21,-29%,?,nt,10%,3%,nt,-12%,5%,16%,?
Cc1ccc(S(=O)(=O)N2CCOCC2)cc1NC(=O)CNCc1ccccn1,0,-10%,2%,1%,-5%,1%,-3%,14%,-2%,-1%,-2%
O=C(O)CN(c1ccccc1[N+](=O)[O-])S(=O)(=O)c1ccccc1,1,-5%,4%,-2%,-7%,2%,-2%,20%,1%,-3%,7%
O=C(c1cccc(OC2CCN(C3CCCC3)CC2)c1)N1CCCCCCC1,1,-4%,1%,-2%,-2%,0%,0%,-25%,1%,-4%,-13%
O=C(CSc1nc2cc(Cl)ccc2s1)N1CCCc2ccccc21,21,29%,1%,21%,0%[0.365 µM],-2%,-6%,-5%,-7%,-1%,-7%
COc1ccc(/C=N\NC(=O)c2ccccc2)cc1COc1ccccc1,?,?,?,-10%,?,-2%,-10%,-28%,-20%,-8%,0%
COCCNC(=O)C(c1ccc(F)cc1)N(C(=O)CCC(=O)Nc1nccs1)c1cccc(C)c1 (configuration not stated),-2,20%,-5%,0%,-7%,-2%,0%,2%,3%,-8%,6%
COc1ccc(N(CC(=O)Nc2c(C)n(C)n(-c3ccccc3)c2=O)S(=O)(=O)c2ccc(C)cc2)cc1,-1,-4%,-5%,2%,5%,-4%,-1%,-5%,0%,-1%,-9%
